Candida biofilm: kills Candida albicans biofilms. C. albicans biofilm + clotrimazole, Alamar Blue. inhibition, % at 6 µM. 0.14% of 85,000 active. AID 834;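 active means inhibition above 20%; inactive means inhibition below 20%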;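 further: preformed 24 hr biofilms exposed to compound for 48 hr; 0% = biofilm without compound and 100% = blank killed by clotrimazole plus chlorhexidine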
HUVEC tox IL1B: toxic to HUVEC cells under IL-1B stimulation | AID 845 | 0.41% of 94,000 active | cell count reduction, % at 2 µM | HUVEC cell count loss, Hoechst imaging, IL-1B stimulated;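 active means cell count reduction more than 3 SD above the screen-wide mean, cut at about 70% in these data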;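 further: normalized per plate to untreated control cells as the no-loss baseline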
CYP2C9 activ: increases human cytochrome P450 2C9 activity; P11712; recombinant CYP2C9, luciferin-H conversion, luminescence; stronger effect = higher value; factor 1 = untreated enzyme, 0 = blocked; activation factor at 5 µM; 1.4% of 96,000 active; AID 1024;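 active means activation factor of 2 or more for CYP2C9 at a 5 µM dose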;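 further: 0 = sulfaphenazole-blocked wells and 1 = vehicle-only wells; values of inactives mirror those of a sister screen read the other way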
Target sequence (P11712 whole entry, looked up): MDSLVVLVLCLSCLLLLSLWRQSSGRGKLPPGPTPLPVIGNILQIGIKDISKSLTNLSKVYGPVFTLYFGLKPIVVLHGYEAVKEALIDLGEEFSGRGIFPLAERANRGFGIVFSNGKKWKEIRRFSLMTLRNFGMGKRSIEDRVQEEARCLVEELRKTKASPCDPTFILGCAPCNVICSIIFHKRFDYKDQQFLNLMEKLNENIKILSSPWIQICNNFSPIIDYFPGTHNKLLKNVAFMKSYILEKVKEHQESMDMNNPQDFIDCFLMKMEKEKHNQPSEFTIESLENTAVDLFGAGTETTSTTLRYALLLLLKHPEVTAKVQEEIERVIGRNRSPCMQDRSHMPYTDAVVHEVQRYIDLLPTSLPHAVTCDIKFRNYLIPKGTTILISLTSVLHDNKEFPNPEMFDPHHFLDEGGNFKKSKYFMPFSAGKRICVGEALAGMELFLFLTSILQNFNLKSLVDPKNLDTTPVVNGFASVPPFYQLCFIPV
CYP2C19 act: cytochrome P450 2C19 (human) activation; P33261; recombinant CYP2C19, luciferin-H EGE luminescence; stronger effect = higher value; 0 = fully inhibited enzyme, 1 = untreated enzyme; activation factor at 5 µM; 96,000 tested, under 10 active; AID 1025;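 active means activation factor of at least 2 at 5 µM in the primary screen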;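 further: 0 = wells with 2.5 mM tranylcypromine and 1 = vehicle-only wells; values of inactives mirror those of a sister screen read the other way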
DAT uptake mod: human DAT dopamine uptake with cocaine, either direction; 1.3% of 110,000 active; B-score at 10 µM; Q01959; LLC-PK1 hDAT cells, [14C]-dopamine uptake with cocaine IC80; actives deviate in either direction;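 active means Z score or B-score, a plate-position-corrected score, falls beyond the plate's 99.7% confidence bounds, in either direction; inactive means both scores lie inside the 99.7% bounds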;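 further: scored against the spread of the other compound wells on the same plate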
Target sequence (Q01959 whole entry, looked up): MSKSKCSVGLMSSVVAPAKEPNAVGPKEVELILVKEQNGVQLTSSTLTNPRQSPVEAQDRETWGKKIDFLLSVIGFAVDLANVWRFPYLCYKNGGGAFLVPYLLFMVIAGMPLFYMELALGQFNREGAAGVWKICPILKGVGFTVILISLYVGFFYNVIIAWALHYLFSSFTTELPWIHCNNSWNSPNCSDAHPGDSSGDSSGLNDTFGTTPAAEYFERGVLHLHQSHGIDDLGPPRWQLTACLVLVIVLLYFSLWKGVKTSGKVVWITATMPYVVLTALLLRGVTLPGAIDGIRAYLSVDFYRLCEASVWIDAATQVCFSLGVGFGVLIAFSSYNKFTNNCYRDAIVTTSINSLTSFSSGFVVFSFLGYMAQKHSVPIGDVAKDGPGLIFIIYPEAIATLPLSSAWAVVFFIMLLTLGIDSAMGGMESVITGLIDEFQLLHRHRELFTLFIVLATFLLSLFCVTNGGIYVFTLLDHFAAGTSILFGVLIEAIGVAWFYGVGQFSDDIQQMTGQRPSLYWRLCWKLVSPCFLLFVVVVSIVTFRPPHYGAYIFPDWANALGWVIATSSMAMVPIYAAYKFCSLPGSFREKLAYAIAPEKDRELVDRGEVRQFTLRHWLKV
TNFa cytotox: toxic to HUVEC cells under TNF alpha stimulation; 0.17% of 93,000 active; HUVEC TNFalpha-stimulated, Hoechst cell count, imaging; cell count reduction, % at 2 µM;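 active means cell count reduction exceeding the screen mean by over 5 SD, scaled to untreated wells per plate, cut at about 78% in these data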;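 further: cells counted after 24 h of TNF alpha exposure following the 1 h pretreatment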
CYP2C9 inh: inhibitors of human CYP2C9 | CYP2C9 Supersomes, luciferin-H conversion, luminescence | inhibition, % at 5 µM | 20% of 96,000 active;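 active means blocking of liver enzyme CYP2C9 beyond about 50% at 5 µM, limit read from the data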; further: values of inactives mirror those of a sister screen read the other way
VCAM1 TNFa inh: reduces TNF alpha induced VCAM1 expression in HUVEC; 0.48% of 95,000 active; AID 802; HUVEC TNFa-induced VCAM-1 immunofluorescence, high-content imaging; inhibition, % at 2 µM;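 active means inhibition above the batch mean plus 3 SD, with images confirmed as a hit by eye, cut at about 37% in these data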;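 further: 0% = TNF-stimulated DMSO wells and 100% = unstimulated control wells; not every result past the cut was called active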
CYP2C19 inh: blocks human cytochrome P450 2C19; 21% of 96,000 active; P33261; CYP2C19 Supersomes, luciferin-H EGE luminescence, 30 min; inhibition, % at 5 µM;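 active means CYP2C19 inhibition above a set limit at 5 µM in the primary screen, cut at about 50% in these data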;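 further: plate controls were negative control wells for no effect and 2.5 mM tranylcypromine positive control for full effect; values of inactives mirror those of a sister screen read the other way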
The depositor's hits bear a star; . = not tested or not shown. Rows were taken by chance. Share with any hit: about 29%.

SMILES	Candida biofilm	HUVEC tox IL1B	CYP2C9 activ	CYP2C19 act	DAT uptake mod	TNFa cytotox	CYP2C9 inh	VCAM1 TNFa inh	CYP2C19 inh
O=C(CCCn1c(=S)[nH]c2cc3c(cc2c1=O)OCO3)N1CCN(c2ccccn2)CC1	-8	-30	0.5	1	0.37	-2	46	6	2
COC(=O)/C=C1\SC(=NC(=O)c2cccc(Cl)c2)NC1=O	.	8	0.9	1.1	.	-20	14	3	-11
CCOC(=O)c1ccc(NC(=O)CC2SCCNC2=O)cc1 (stereo unspecified)	0	25	1.2	1	.	-28	-20	13	3
O=C(NC1CCS(=O)(=O)C1)c1cccc(S(=O)(=O)N2CCOCC2)c1 (stereo unspecified)	3	-2	0.9	0.9	-2.3	-5	6	15	11
O=c1[nH][nH]c2nc(C(F)(F)F)cc(C(F)(F)F)c12	7	-47	0.9	1	1.4	4	6	15	0
Cn1c(=O)c2c(nc(NCc3ccc4c(c3)OCO4)n2Cc2ccccc2Cl)n(C)c1=O	0	-9	1	1	1.1	5	1	8	1
COC(=O)c1cccc(NC(=O)C(C)N2C(=O)c3ccccc3C2=O)c1 (stereo unspecified)	11	26	0	0.5	-0.81	-5	98*	5	48
CCc1cc(=O)oc2cc(OCC(N)=O)c(Cl)cc12	4	-6	1.1	1	-0.6	-30	-6	-22	-4
O=C(Nc1ccc(Cl)cc1)c1cc(S(=O)(=O)N2CCOCC2)cs1	4	-3	0.7	0.9	0.26	-9	35	7	8
Cc1ccc(-c2nnn(CC(=O)N(Cc3ccccc3F)C(C(=O)NC3CCCC3)c3ccncc3)n2)o1 (stereo unspecified)	2	-12	.	.	1.4	-10	.	7	.
COc1ccc([N+](=O)[O-])cc1NC(=O)CCc1ccccc1	.	-26	1.7	0.4	.	-22	-66	8	64*
N/C(=N\OC(=O)Cc1ccccc1)c1cccnc1	.	-72	1.1	0.9	-0.32	5	-9	8	6
CC(C)(C)NC(=O)NC(=O)COc1ccccn1	-2	8	1.3	1.2	-1.1	-3	-27	-4	-18
CCCCCn1c(N2CCC(Cc3ccccc3)CC2)nc2c1c(=O)[nH]c(=O)n2C	3	16	.	.	1.6	-22	.	0	.
O=S(=O)(NCC1CCCO1)c1cc(Cl)ccc1Cl (stereo unspecified)	5	-110	1.4	0.3	-1.2	3	-38	4	66*
Cc1cc(C)cc(NC(=O)c2snc3c(=O)[nH]cnc23)c1	.	-16	1	0.9	0.25	-21	2	-4	11
O=C(Nc1ccc(Sc2ccc(Br)cc2)cc1)c1ccco1	5	0	1	0.9	-0.48	-10	3	3	7
COC(=O)c1ccc(CNC(=O)CSc2nnc(COc3ccccc3)n2C)o1	8	0	0.9	0.9	0.34	-48	15	16	10
Cc1cc(NCc2ccccc2Cl)n2nnnc2n1	5	.	0.9	0.9	0.021	.	5	.	14
COc1ccc(C(=O)NCc2oc(-c3ccccc3)cc2C(=O)O)cc1	0	-8	0.6	1	1.7	22	42	10	3
COc1ccc(C2C(C#N)=C(C)NC3=C2C(=O)c2ccccc23)cc1 (stereo unspecified)	2	.	0.9	0.9	-0.38	-8	13	30	11
Cc1cc(NC(=O)CSc2ccc3nnc(-c4ccc(Cl)cc4)n3n2)no1	8	31	0.6	1.1	-0.0061	0	40	4	-14
CCC(=O)N1CCc2cc(Br)cc(S(=O)(=O)CCC(=O)NCCc3ccccc3)c21	.	-17	0.3	0.7	-0.13	-14	72*	7	29
S=c1[nH]ncn1/N=C/c1ccccc1	-2	14	0.9	0.9	-0.096	-5	8	-10	6
O=C(CSc1nc2ccccc2s1)CSc1nc2ccccc2s1	2	-2	0.7	1	-0.89	-15	32	7	-1

Ordered by molecular weight (smallest number first): some entries from above
SMILES	Candida biofilm	HUVEC tox IL1B	CYP2C9 activ	CYP2C19 act	DAT uptake mod	TNFa cytotox	CYP2C9 inh	VCAM1 TNFa inh	CYP2C19 inh
S=c1[nH]ncn1/N=C/c1ccccc1	-2	14	0.9	0.9	-0.096	-5	8	-10	6
O=c1[nH][nH]c2nc(C(F)(F)F)cc(C(F)(F)F)c12	7	-47	0.9	1	1.4	4	6	15	0
Cc1cc(NCc2ccccc2Cl)n2nnnc2n1	5	.	0.9	0.9	0.021	.	5	.	14
CCc1cc(=O)oc2cc(OCC(N)=O)c(Cl)cc12	4	-6	1.1	1	-0.6	-30	-6	-22	-4
O=S(=O)(NCC1CCCO1)c1cc(Cl)ccc1Cl (stereo unspecified)	5	-110	1.4	0.3	-1.2	3	-38	4	66*
COC(=O)/C=C1\SC(=NC(=O)c2cccc(Cl)c2)NC1=O	.	8	0.9	1.1	.	-20	14	3	-11
COc1ccc(C(=O)NCc2oc(-c3ccccc3)cc2C(=O)O)cc1	0	-8	0.6	1	1.7	22	42	10	3
COC(=O)c1cccc(NC(=O)C(C)N2C(=O)c3ccccc3C2=O)c1 (stereo unspecified)	11	26	0	0.5	-0.81	-5	98*	5	48
O=C(Nc1ccc(Sc2ccc(Br)cc2)cc1)c1ccco1	5	0	1	0.9	-0.48	-10	3	3	7
Cn1c(=O)c2c(nc(NCc3ccc4c(c3)OCO4)n2Cc2ccccc2Cl)n(C)c1=O	0	-9	1	1	1.1	5	1	8	1
CCC(=O)N1CCc2cc(Br)cc(S(=O)(=O)CCC(=O)NCCc3ccccc3)c21	.	-17	0.3	0.7	-0.13	-14	72*	7	29

(list continues)
SMILES	Candida biofilm	HUVEC tox IL1B	CYP2C9 activ	CYP2C19 act	DAT uptake mod	TNFa cytotox	CYP2C9 inh	VCAM1 TNFa inh	CYP2C19 inh
CN(C)c1ccc(/C=C(/NC(=O)c2ccccc2)C(=O)N/N=C/c2ccc([N+](=O)[O-])c(O)c2)cc1	.	8	0.7	1	2.1	5	31	-8	1
CC1(C)CC(=O)C(C=NCCCN2CCCC2=O)=C(O)C1	5	-89	1	1	-0.043	-38	4	-5	2
Cc1sc(NC(=O)CSc2nnc(C(C)C)n2C)c(C#N)c1C	2	27	.	.	0.97	-26	.	4	.
O=C(O)C1C2C=CC(O2)C1C(=O)Nc1ccc(S(=O)(=O)N2CCc3ccccc32)cc1 (stereo unspecified)	-1	3	1.2	0.9	-0.72	0	-24	14	13
Cc1cc(C)n(C(=O)c2cc3sccc3[nH]2)n1	4	.	0.7	0.8	-0.44	.	32	.	25
Cc1cccc(CN2CCC(CNC(=O)C3CCCN(S(=O)(=O)c4cnc[nH]4)C3)CC2)c1 (stereo unspecified)	4	.	1	1.1	0.071	.	-1	.	-6
O=C(CSc1nnc(-c2ccco2)n1-c1ccccc1)N1CCN(C(=O)c2ccco2)CC1	6	6	1	1	0.0025	-5	3	-5	2
CCC(NC(=O)N(Cc1ccccc1)Cc1ccc2c(c1)OCO2)(C(F)(F)F)C(F)(F)F	6	-17	0.1	0	0.074	2	94*	14	100*
COC(=O)c1ccccc1NC(=O)CN1C(=O)c2ccccc2S1(=O)=O	2	0	1	0.9	-0.66	-2	3	2	13
O=C(O/N=C1/CCSc2ccccc21)c1ccccc1	.	-32	0.9	0.8	0.66	-29	10	18	18
CC1CCN(C(=O)c2cc(F)c(F)cc2Cl)CC1	10	20	.	.	-0.11	-24	.	7	.
COCCN1Cc2cccc(C(=O)Nc3ccc(C)c(C)c3)c2C1=O	3	6	0.6	1	-1.3	-18	41	3	3
Cn1cccc1/C=N/n1c(-c2ccc(Cl)cc2)n[nH]c1=S	.	26	0.9	1	0.038	-16	7	6	3
COCCNC(=O)CN(C(=O)CCC(=O)Nc1ccccn1)c1ccc(F)c(Cl)c1	1	-4	0.8	0.7	-0.21	-17	18	-2	30
O=C(NCc1ccc(Cl)cc1)c1noc2c1CCCC2	2	.	0.2	0.4	0.39	.	78*	.	64*
CCN(CC)c1nc2ccccc2[nH]1	5	-25	1.2	0.9	-1.1	8	-20	-3	12
COc1ccc(NC(=O)CCN2C(=O)c3ccccc3S2(=O)=O)cc1	7	-4	0.8	1	-1.1	-24	17	16	4
O=C(NC(=O)c1ccccc1)NC(=O)c1ccccc1	3	15	0.9	0.8	0.67	27	13	-8	22
CC(NC(=O)CSc1nc2ccccc2c(=O)[nH]1)c1ccccc1 (stereo unspecified)	7	1	.	.	-0.64	.	.	-19	.
Cc1c(C)n(C(=O)CSc2nccn2C)c2ccccc12	12	-176	1.2	0.2	0.0048	12	-16	5	79*
CCCc1nc2oc3c(N4CCNCC4)ncnc3c2c2c1CCCC2	3	.	0.9	0.9	.	.	9	.	9
CCN(CC)C(=O)CSc1nc2sc3c(c2c(=O)n1-c1ccc(C)cc1)CC(C)(C)SC3	1	-6	0	0.5	0.12	-6	96*	9	52*
Cc1ccc(N(C(=O)c2ccc(S(=O)(=O)N3CCOCC3)cc2)C2C=CS(=O)(=O)C2)cc1 (stereo unspecified)	1	.	0.8	1	0.087	.	19	.	-5
O=C1CN(C(=O)c2ccco2)C(c2ccc(F)cc2)c2cc(Cl)ccc2N1 (stereo unspecified)	-5	-8	.	.	0.48	7	.	-1	.
O=S(=O)(NCCOC12CC3CC(CC(C3)C1)C2)c1cccc2nsnc12	9	-4	1.3	0	0.18	-7	-31	4	97*
SMILES	Candida biofilm	HUVEC tox IL1B	CYP2C9 activ	CYP2C19 act	DAT uptake mod	TNFa cytotox	CYP2C9 inh	VCAM1 TNFa inh	CYP2C19 inh
O=C(NCc1cccs1)C(NS(=O)(=O)c1cccc2nsnc12)c1ccccc1 (stereo unspecified)	1	-60	0.4	0.7	-0.06	3	55*	5	30
CCOC(=O)C1=C(CSc2nc(-c3ccccc3)ccc2C#N)OC(N)=C(C#N)C1c1cccnc1 (stereo unspecified)	0	13	0.1	0.1	-0.99	-5	94*	11	92*
CCOc1cc(-c2nc(-c3cc(OC)c(OC)c(OC)c3)no2)cc(OCC)c1OCC	4	-1	.	.	0.47	-12	.	15	.
Cn1nc(C(F)(F)F)c2cc(C(=O)NC3CC3)sc21	.	2	1.1	1	0.1	29	-11	4	-2
C=CCNC(=O)C1CCN(S(=O)(=O)c2ccc(Br)cc2)CC1	.	-12	1.5	0.5	0.63	-2	-52	-26	51*
CCC(C)(C)c1nnc(NC(=O)c2ccc([N+](=O)[O-])cc2)s1	.	2	1	1	0.59	-16	3	-8	-5
Cc1noc(C)c1C(=O)N1CCN(CCc2ccccc2)CC1	4	34	0.9	0.8	-0.089	3	7	15	17
Cc1ccc(NS(=O)(=O)c2ccc(OCC(=O)Nc3cccc([N+](=O)[O-])c3)c(C)c2)cc1	.	10	0.1	0.5	-0.5	-4	89*	6	52*
Cn1c(=O)c2[nH]c(Nc3ccccc3)nc2n(C)c1=O	2	-92	.	.	1.8	3	.	-4	.
COc1ccccc1NC(=O)CC1C(=O)NCCN1C(=O)Nc1ccccc1 (stereo unspecified)	8	-6	0.9	0.9	1.2	-18	11	17	6
COCCCN1Cc2cccc(C(=O)O)c2C1=O	1	10	1.1	1.1	-0.086	-4	-10	-6	-13
Cc1nn(-c2ccccc2)c2nc(=O)n(-c3ccccc3)cc12	-2	-4	0.8	0.9	1.8	-22	19	9	9
O=C(CSc1nnc(CNC(=O)c2cccs2)o1)NCCc1ccccc1	-2	1	.	.	0.22	-28	.	-4	.
CCn1ccc2cc(OC)ccc2c1=S	-1	-4	1.1	0.8	-1.6	-14	-6	-9	16
COC(=O)C1CCN(C(=O)CN2C(=O)NC(CCc3ccccc3)C2=O)CC1 (stereo unspecified)	1	-12	1.1	1.1	0.3	-29	-9	-10	-7
COc1cccc(OC)c1-c1nn2c(-c3ccco3)nnc2s1	0	.	0.3	0.1	0.76	.	68*	.	89*

From PubChem BioAssay
